Screens from PubChem BioAssay.
Rac1 act GTP bind: modulators of GTP binding to human Rac1 activated mutant | P63000 | GST-Rac1 activated beads, fluorescent GTP binding, flow cytometry; actives lie on both sides; 100% means binding = to untreated wells | percent activity (GTP binding), % at 10 µM | 190,000 tested, 0.11% active;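 active = GTP binding at least 20 percentage points away from the 100% baseline, in either direction, so actives lie on both sides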
Rab7 wt GTP bind: dog Rab7 wildtype GTP binding, inhibitors and activators | GTP binding activity (percent of control), % at 10 µM | GST-Rab7 beads, fluorescent GTP binding, flow cytometry; actives lie on both sides; untreated = 100%, excess cold GTP = 0% | 190,000 tested, 0.055% active;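 active = fluorescent GTP binding to Rab7 beads changed by at least 20 points from the 100% baseline, either direction, mostly lower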;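 note: median green fluorescence of bound Bodipy-FL-GTP per Rab7 bead population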
Rab2 wt GTP: changes GTP binding to wildtype dog Rab2A, up or down; P61105; GTP binding activity, % at 10 µM; 190,000 tested, 0.19% active; GST-Rab2 wt beads, Bodipy-GTP binding, flow cytometry;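 active = GTP binding activity at least 20 points away from 100%, either lowered or raised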;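 note: 0% = beads with excess unlabeled GTP and 100% = no-compound control corrected for plate trend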
Bim-Bcl-B: disrupts Bim peptide binding to human Bcl-B; Q9HD36; bead-based flow cytometry; inhibition, % at 10 µM; 190,000 tested, 0.073% active; AID 951;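 note: 0% = tracer peptide without compound and 100% = reference inhibitor peptide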
Target sequence (Q9HD36 whole entry, looked up): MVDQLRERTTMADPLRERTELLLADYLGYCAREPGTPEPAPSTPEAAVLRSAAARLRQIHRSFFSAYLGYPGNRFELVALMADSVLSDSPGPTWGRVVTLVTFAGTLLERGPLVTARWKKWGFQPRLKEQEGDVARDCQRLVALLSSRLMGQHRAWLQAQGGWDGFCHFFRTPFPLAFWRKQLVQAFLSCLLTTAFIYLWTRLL
HRas wt GTP: human HRas wildtype GTP binding, change in either direction; 190,000 tested, 0.14% active; GST-Ras wt beads, Bodipy-FL-GTP binding, flow cytometry; actives lie on both sides; P01112; GTP binding activity, % at 10 µM;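 active = GTP binding activity at least 20% away from the 100% baseline, either lowered as inhibitor or raised as activator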;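 note: 0% = unlabeled GTP competition control and 100% = no-compound control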
Target sequence (P01112 whole entry, looked up): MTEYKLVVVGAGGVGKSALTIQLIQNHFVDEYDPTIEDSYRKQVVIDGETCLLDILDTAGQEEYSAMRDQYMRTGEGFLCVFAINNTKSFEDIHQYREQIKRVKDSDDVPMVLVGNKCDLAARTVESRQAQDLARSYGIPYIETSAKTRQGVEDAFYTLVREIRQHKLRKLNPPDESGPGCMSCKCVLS
Bfl-1 Bim block: inhibitors of Bim-Bfl-1 interaction, human; Q16548; Bead-based flow cytometry, Bim-Bfl-1 binding inhibition; 190,000 tested, 0.12% active; inhibition, % at 10 µM;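 note: 0% = wells without compound plus tracer and 100% = blocker peptide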
Bcl-W Bim block: inhibitors of Bim-Bcl-W interaction, human. AID 952. bead-based flow cytometry, Bim peptide-Bcl-W binding. inhibition, % at 10 µM. Q92843. 190,000 tested, 0.02% active;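 note: 0% = bound tracer without compound and 100% = peptide blocker; higher means less fluorescent Bim peptide bound to Bcl-W beads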
Cdc42 wt GTP: human Cdc42 wildtype GTP binding change, either direction; GST-Cdc42 beads, Bodipy-GTP binding, flow cytometry; actives lie on both sides; percent activity (GTP binding), % at 10 µM; 190,000 tested, 0.2% active;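 active = percent activity GTP binding at least 20 points away from the 100% baseline, either down as inhibitor or up as activator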;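 note: median bead fluorescence of bound Bodipy-FL-GTP at 100 nM; 0% = excess unlabeled GTP control and 100% = no compound control; below 100% means less GTP binding so inhibitor and above means activator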
Rac1 wt GTP bind: human Rac1 wildtype GTP binding, inhibitors and activators. P63000. GST-Rac1 beads, fluorescent GTP binding, flow cytometry; actives lie on both sides; 0 = cold GTP competed, 100 = untreated. GTP binding activity (% of control), % at 10 µM. 190,000 tested, 0.27% active. AID 757;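 active = GTP binding activity at least 20 points away from the 100% control level, either lower or higher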
Bcl-2 Bim block: inhibitors of Bim-Bcl-2 interaction, human; P10415; Bead-based flow cytometry, Bim peptide-Bcl-2 binding; inhibition, % at 10 µM; 190,000 tested, 0.06% active; in the data active = inhibition above about 40%;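 note: 0% = no compound wells with probe peptide and 100% = reference peptide inhibitor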
Target sequence (P10415 whole entry, looked up): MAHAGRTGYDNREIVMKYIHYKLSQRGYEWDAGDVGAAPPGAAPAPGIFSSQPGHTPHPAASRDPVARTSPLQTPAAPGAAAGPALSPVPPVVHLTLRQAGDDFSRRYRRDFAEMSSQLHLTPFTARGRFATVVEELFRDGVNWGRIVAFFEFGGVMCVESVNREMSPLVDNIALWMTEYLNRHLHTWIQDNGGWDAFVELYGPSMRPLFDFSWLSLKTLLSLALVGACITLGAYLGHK
Bcl-XL Bim block: human Bim-Bcl-XL interaction inhibition | Q07817 | Bim peptide-Bcl-XL binding, bead flow cytometry, fluorescence | inhibition, % at 10 µM | 190,000 tested, 0.04% active
Target sequence (Q07817 whole entry, looked up): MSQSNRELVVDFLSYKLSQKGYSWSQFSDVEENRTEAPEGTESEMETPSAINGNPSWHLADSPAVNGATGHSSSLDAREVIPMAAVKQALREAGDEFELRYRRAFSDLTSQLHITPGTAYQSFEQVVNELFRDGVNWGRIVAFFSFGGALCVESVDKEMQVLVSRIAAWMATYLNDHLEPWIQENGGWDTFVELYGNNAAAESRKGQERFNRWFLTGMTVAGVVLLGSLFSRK
Active calls of the source: *; / = no result given. Cut-off read from the data, not from the text of the source, unless noted: active = inhibition above about 40%.

SMILES	Rac1 act GTP bind	Rab7 wt GTP bind	Rab2 wt GTP	Bim-Bcl-B	HRas wt GTP	Bfl-1 Bim block	Bcl-W Bim block	Cdc42 wt GTP	Rac1 wt GTP bind	Bcl-2 Bim block	Bcl-XL Bim block
O=[N+]1C2=C(CCCC2)N([O-])C12CCCC2	95	96	97	-6	97	-1	2	98	96	-4	-3
COc1ccc(OCC(=O)Nc2cccc3ncccc23)cc1	97	96	97	5	97	0	2	95	95	4	2
Cn1c(=O)c2c(-c3ccccc3)n(-n3cnnc3)cc2n(C)c1=O	96	100	98	-10	98	-2	-3	90	101	-6	-5
CC1(C(=O)NCc2cc(F)cc(C(F)(F)F)c2)C=CC2(CCCCC2)N1C(=O)c1ccccc1 (stereo not given)	98	100	99	-5	99	0	-2	100	101	2	-1
CN(C)CCN1C(=O)c2oc3ccccc3c(=O)c2C1c1cccc(Br)c1 (stereo not given)	100	99	99	-8	99	-2	0	100	102	-7	0
CSC(=NS(=O)(=O)c1ccccc1)SC	96	98	98	-11	99	-17	0	102	101	-9	-4
Cc1cc(=O)oc2cc(OCC(=O)N3CCCc4ccccc43)ccc12	98	100	100	-7	98	-9	3	102	103	-8	0
CCCc1cc(=O)n2[nH]c(C(F)(F)F)nc2n1	96	99	97	-7	96	-5	0	98	97	0	-3
COc1ccc(OC)c(NC(=S)NCCN2CCOCC2)c1	100	99	98	-11	99	-2	-4	103	105	-2	-8
COc1ccc(N2CCN(CCCNC(=O)C3CCCN(S(=O)(=O)c4cnc[nH]4)C3)CC2)cc1 (stereo not given)	100	99	101	-9	102	-7	-8	101	105	-8	-7
CCOC(=O)c1c(C)n(OCc2ccccc2)c2ccc3nonc3c12	98	101	99	3	100	-2	0	99	99	-1	0
N#Cc1ccccc1NC(=O)CNc1ccccc1N1CCCCC1	98	100	100	-7	99	-12	-1	97	100	-9	3
Cc1cc(Cl)c(S(=O)(=O)Nc2ccon2)cc1OCC(=O)NC1CCCCC1	96	94	87	-7	93	-11	-2	91	95	-8	-3
CCCS(=O)(=O)c1nc(S(=O)(=O)c2ccc(C)cc2)c(N2CCCC2)s1	101	98	101	-9	100	-11	-1	104	105	-8	-3
Cc1ccc(-c2cc(C(=O)N3CCN(c4ncccn4)CC3)c3cc(Br)ccc3n2)o1	95	104	97	0	96	33	11	96	99	9	4
O=C(COC(=O)c1ccc2ccccc2c1)Nc1ncc(C(F)(F)F)cc1Cl	99	96	98	-5	98	-8	0	98	103	-8	5
C=CCn1c(=O)c(C#N)cc2c(=O)n3ccccc3nc21	96	97	99	7	98	0	2	98	98	0	0
CCc1cccc(OCC(=O)Nc2c[nH]c(=O)[nH]c2=O)c1	100	95	98	-4	99	4	-1	97	104	-2	0
CCOC(=O)Cn1c(S(=O)(=O)Cc2ccccc2)nc2ccccc21	101	103	102	-7	102	-8	2	107	107	-9	-5
CN(C)C(=O)c1nc2ccc(Cl)cn2c1CN1CCCC(OCc2cccnc2)C1 (stereo not given)	95	105	98	-4	98	-3	0	98	99	-3	-2
O=C(COC(=O)c1ccccc1Br)Nc1ccc(F)cc1	95	105	97	-5	99	-4	-1	96	100	-5	-1
Cc1c(Br)c([N+](=O)[O-])nn1CC(=O)Nc1ccc(C(N)=O)cc1	95	101	95	0	95	-2	0	90	98	0	4
N#C/C(=C\c1ccco1)C(=O)Nn1cnnc1	98	97	96	-1	96	-4	0	98	97	-1	0
COc1ccc(-n2nnnc2SCC(=O)c2cccc(OC)c2)cc1	100	96	99	-4	101	-1	-1	103	101	-4	0
O=C(COc1cccc2ccccc12)NNC(=O)[C@@H]1CCCC[C@@H]1C(=O)O	96	93	94	1	96	6	2	96	95	4	3
COCc1ccc(CN2CCc3c([nH]c4ccccc34)C2CC(C)C)o1 (stereo not given)	96	108	99	-2	98	-2	0	97	98	-6	-4
Cc1ccnc(NC(=O)CCC(=O)N(CC(=O)NCc2ccccc2)Cc2ccco2)c1	96	103	99	-5	99	-4	-5	97	99	-4	-1
N#CC(=C1N=c2ccccc2=N1)c1c(O)[nH]c2ccccc12	98	102	104	-8	103	-11	-1	102	103	-9	-6
CN1CCN(/C=N/c2sc3c(c2C#N)CCCCC3)CC1	100	99	100	-9	100	-15	-1	102	106	-6	-5
CCOc1ccc(C(=O)c2nc3c(n2O)CCCC3)cc1	94	99	97	-6	99	-18	0	103	104	-8	-8
CCOc1ccc(CCNC(=O)C2CC(=O)N(C3CCCC3)C2)cc1OCC (stereo not given)	101	107	106	-1	106	0	-1	107	106	0	0
Cc1c(CCO)c(=O)[nH]n1C(=O)c1ccc(F)cc1	99	102	103	2	103	0	-1	106	103	-2	2
CCC(C)(C(=O)NC1CCCCC1)N(Cc1cccs1)C(=O)c1ccc(=O)[nH]c1 (stereo not given)	99	102	101	-2	101	1	-3	108	105	-2	-5
COc1ccc(NC(=O)c2cc(S(=O)(=O)N3CCOCC3)cs2)cc1	96	100	96	-8	101	-5	-1	96	101	-2	0
Cc1ccsc1C(=O)C1CCCN(Cc2cn(C)nc2-c2ccccc2)C1 (stereo not given)	99	102	97	-3	101	-6	-4	94	100	-3	-3
O=C(COC(=O)C1CCN(C(=O)c2ccc(Cl)cc2)CC1)c1ccco1	99	97	100	-7	99	-14	2	100	101	-7	0
CCC(C)(C)N1CC(=O)N(Cc2ccccc2)C(c2ccc(OC)cc2)C1=O (stereo not given)	97	96	97	-7	97	-10	1	94	97	-3	-13
COc1ccc(-c2noc(CCCc3ccccc3)n2)cc1OC	98	98	96	-8	97	-10	-1	97	97	-8	0
Cc1nc2ccccc2c2oc(C(=O)NCCN3CCN(C)CC3)cc12	100	101	101	-5	99	-7	1	100	102	-3	-3
O=C(NC1CCCCC1)C(c1ccc(Cl)cc1)N(C(=O)c1cnccn1)c1ccc2c(c1)OCO2 (stereo not given)	91	95	90	-14	94	-15	-5	93	90	-8	-11
CCOC(=O)N1CCN(C(=O)CS(=O)(=O)Cc2nc(-c3ccccc3C)oc2C)CC1	96	101	98	-7	98	-16	-7	102	104	-7	-13
O=C(Nc1ccc(F)cc1)N(CCCN1CCOCC1)Cc1cc2cc3c(cc2[nH]c1=O)OCCO3	99	102	102	-2	103	0	0	102	101	-1	-1
Cc1cc(C)n2cc(CSCc3ccccc3)nc2n1	98	96	97	-4	96	-1	-1	101	101	-6	0
O=C(Cn1ccc([N+](=O)[O-])n1)NCc1cccnc1	95	105	99	-4	97	-6	0	96	100	-4	-5
O=C(NCc1ccco1)c1cc(=O)c2ccccc2o1	99	90	93	-1	95	-5	0	94	93	0	-2
O=C(N/N=C/c1cc(Br)cc(Br)c1O)c1cccc(N2CCCC2=O)c1	87	98	92	-8	94	-4	-3	90	93	-5	-7
CCOP(=O)(OCC)c1nc(-c2ccc(C)cc2)oc1NCc1ccccc1	102	98	101	-3	103	-10	-5	103	105	-8	-3
Oc1ccc(Cl)cc1-c1cc(C(F)(F)C(F)F)nc(-c2ccccc2)n1	98	99	98	-4	101	-10	0	99	106	-8	-9
O=C(OC(C(=O)NC1CCCC1)c1cccnc1)C1=Cc2ccccc2OC1 (stereo not given)	93	97	94	0	97	-2	-3	97	94	-1	0
O=C(NNc1nc2ccc(F)cc2s1)c1cccc(F)c1	93	103	96	-6	97	0	4	96	93	-2	1
CCC(=O)NCCNc1nc2cc(C)cc(C)c2cc1C#N	98	92	94	-7	96	-6	-4	94	100	-3	-3
O=C(Nc1nnc(-c2ccc(Cl)cc2)o1)C1=COCCO1	97	102	95	0	94	0	-1	93	94	2	-2
Clc1cccc(CN2COc3c(cc(Cl)c4cccnc34)C2)c1	101	94	98	2	99	6	1	101	99	4	4
Cc1ccc(-n2nnnc2SCC#N)cc1	97	102	97	-4	98	-5	0	97	98	-3	-2
COc1ccccc1NC(=O)CCC(=O)OCc1cccc([N+](=O)[O-])c1	93	101	97	-4	97	-6	-3	96	96	0	-6
CCOc1ccc(Cl)cc1CNCCNCCO	95	96	97	1	97	-2	0	99	97	-1	-2
CS/C(=N\S(=O)(=O)c1cccs1)Nc1ccc(N2CCOCC2)cc1	96	96	100	1	101	-5	6	102	99	-6	-2
O=C(NC1CCCCC1)NC1CCN(S(=O)(=O)Cc2ccccc2)CC1	99	100	100	0	101	-3	-4	102	99	-2	-3
COc1ccc(OCCC(=O)OCC(=O)Nc2ccc(S(=O)(=O)N3CCOCC3)cc2)cc1	99	96	98	-5	96	-8	-3	99	100	-5	-2
CC(=O)c1cccc(NC(=O)N2CCCC2C(=O)NCc2ccc3c(c2)OCO3)c1 (stereo not given)	95	106	97	-4	97	-4	-2	95	100	-5	-3
More results
SMILES	Rac1 act GTP bind	Rab7 wt GTP bind	Rab2 wt GTP	Bim-Bcl-B	HRas wt GTP	Bfl-1 Bim block	Bcl-W Bim block	Cdc42 wt GTP	Rac1 wt GTP bind	Bcl-2 Bim block	Bcl-XL Bim block
O=S1(=O)N=C(N(Cc2cccs2)c2ccc(O)cc2)c2ccccc21	92	99	94	-4	96	-4	-3	94	95	-7	-2
CCN(CC)S(=O)(=O)c1ccc(S(=O)(=O)N(Cc2ccccn2)Cc2ccco2)cc1	102	96	99	-6	99	-13	6	104	111	-3	-1
CC(C)NCC(O)COc1cccc2[nH]ccc12 (stereo not given)	/	/	/	-2	/	-1	-1	/	/	-2	-2
Cc1ccc(C#N)c(SCc2nnc(-c3ccc(Cl)cc3)o2)n1	99	101	97	-2	100	4	-3	99	103	1	-3
Cc1cc(Br)ccc1NC(=O)CNC(=O)CN(C)Cc1nc2ccccc2c(=O)[nH]1	98	98	102	-6	102	-1	-3	104	103	0	-6
COC(=O)Nc1nc(C)c(C(=O)N(C)C)s1	97	96	97	0	101	0	-1	100	98	-1	0
Cn1c(=O)c([N+](=O)[O-])c(-n2ccnc2)c2ccccc21	92	99	94	-3	94	-2	2	91	90	0	0
COCCn1c(=NC(=O)c2ccccc2[N+](=O)[O-])sc2cc(S(C)(=O)=O)ccc21	101	99	100	-6	101	2	-6	100	105	-3	-6
CSc1ccccc1NC(=O)CN(Cc1ccc(Cl)cc1)S(C)(=O)=O	97	102	101	-2	99	-6	4	98	101	-7	0
CCCc1cc2c(=O)c(-c3ccc4c(c3)OCCO4)c(C)oc2cc1OS(C)(=O)=O	96	94	98	-10	98	-6	-3	99	104	-4	-11
ClCc1csc(-c2ccc(Cl)cc2)n1	102	97	99	-12	100	-5	-9	104	106	-6	-8
